# CBFb-RUNX1 inh = qHTS Assay for Compounds Blocking the Interaction Between CBF-beta and RUNX1 for the Treatment of Acute Myeloid Leukemia; Runt-related transcription factor 1 (Homo sapiens) + Core-binding factor subunit beta …; AlphaScreen CBFb-His/RUNX1-biotin binding, biochemical; Potency, µM (doses to about 59.8 µM), inactives show top-dose activity, negative = inhibition, usual class: inhibitors; 230,000 tested, under 10 active; further: % of control where 0% means no effect
# Target sequence (Q01196 whole entry, looked up): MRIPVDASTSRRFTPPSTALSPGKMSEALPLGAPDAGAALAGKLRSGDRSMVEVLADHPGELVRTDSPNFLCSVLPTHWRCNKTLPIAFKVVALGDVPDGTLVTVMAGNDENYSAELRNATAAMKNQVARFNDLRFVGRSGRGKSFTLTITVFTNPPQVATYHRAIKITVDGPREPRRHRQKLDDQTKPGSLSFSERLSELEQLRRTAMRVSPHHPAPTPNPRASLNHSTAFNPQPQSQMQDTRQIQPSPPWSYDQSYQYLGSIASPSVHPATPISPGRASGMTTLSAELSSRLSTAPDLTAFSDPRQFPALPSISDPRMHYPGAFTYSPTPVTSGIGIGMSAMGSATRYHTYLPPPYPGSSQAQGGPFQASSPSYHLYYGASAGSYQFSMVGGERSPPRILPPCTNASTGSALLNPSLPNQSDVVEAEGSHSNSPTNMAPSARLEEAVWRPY
# Target sequence (Q13951 whole entry, looked up): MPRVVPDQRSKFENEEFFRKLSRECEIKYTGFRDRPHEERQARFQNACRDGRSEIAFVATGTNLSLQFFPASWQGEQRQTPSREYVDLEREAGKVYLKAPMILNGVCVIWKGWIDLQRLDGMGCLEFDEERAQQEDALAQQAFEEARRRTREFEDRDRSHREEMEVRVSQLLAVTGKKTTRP
#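 Read-out: AlphaScreen. Format: His-CBF-beta with biotinylated RUNX1 (30 nM each) preincubated 20 min, compound 15 min, Ni-chelate plus streptavidin beads 90 min; room temperature throughout.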
# HTT cytoprotect = qHTS Multiplex Assay to Identify Dual Action Probes in a Cell Model of Huntington: Cytoprotection (ATP) | 230,000 tested, 0.14% active | Potency, µM (titrated, usually from 56.4 µM), for inactives: cytoprotection (ATP increase), actives largely listed as activators | PC12 HTT-Q103 induced, cytoprotection, ATP luminescence, 40 h;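 further: potency means the concentration at half of the fitted maximal effect; % of control where 0% means no effect; nearly all actives have a fitted effect of over 45% in size; toxic huntingtin expression switched on by the ecdysone agonist tebufenozide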
#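 ATP quantification (ATPlite) reports survival of PC12 cells in which tebufenozide, 100 nM final, switches on Htt exon 1 with 103 glutamines linked to GFP; compounds are titrated.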
# GAA glycogen = qHTS Assay for Inhibitors and Activators of Human alpha-Glucosidase Cleavage of Glycogen. Lysosomal alpha-glucosidase (Homo sapiens), P10253. recombinant GAA, glycogen substrate, Amplex Red glucose oxidase fluorescence. Potency, µM (series often up to 76.4 µM), inactives show at the top dose activity change, negative = inhibition, hits mostly inhibitors. 300,000 tested, 0.38% active. AID 2100, 2009;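 further: potency means the concentration at half of the fitted maximal effect; 0% = full enzyme reaction and -100% = no-enzyme basal signal; the screen sought inhibitors and activators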
#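 qHTS, 1536-well; enzyme 4 nM final; cpd up to 77 uM; substrate bovine liver glycogen 30 ug; 50 mM citrate/phosphate pH 5.0, 0.01% Tween-20; 37 C, 40 min; Amplex Red detection 45 min RT; Hill fit → AC50.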
# aGlu spleen mod = qHTS Assay for Inhibitors and Activators of Human alpha-Glucosidase From Spleen Homogenate; Lysosomal alpha-glucosidase (Homo sapiens), P10253; human spleen homogenate, 4-MU-alpha-glucoside fluorescence; AID 2112, 2009; 240,000 tested, 0.006% active; Potency, µM (titrated, usually from 79.9 µM), inactives show at the top dose activity change, negative = inhibition, usual class: inhibitors;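 further: potency means the concentration at half of the fitted maximal effect; 0% = enzyme with vehicle and -100% = no enzyme basal signal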
#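 Enzyme source: human spleen homogenate, 1 ug/well. Buffer 50 mM citric acid/K phosphate pH 5.0, 0.01% Tween-20. 4-MU-alpha-glucoside 1 mM; 37 C x 40 min; NaOH/glycine stop; fluorescence.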
# LMNA splice mod = qHTS Assay for Modulators of Lamin A Splicing | HeLa LMNA splicing GFP/RFP minigene ratio, 48 h | Potency, µM (top dose mostly 46.1 µM), inactives show at the top dose ratio change, negative = inhibition, actives largely listed as inhibitors | AID 1487, 2009 | 200,000 tested, 0.01% active; active means well fitted inhibition curve with a large enough effect in the signal ratio, with a control signal flat, not every such curve was filed as active; inconclusive means small, poorly fitted or top-dose-only effect, or effect the other way, or a change in a side signal; the % refers to the signal ratio; further: potency means the concentration at half of the fitted maximal effect; on the % scale 0 is the no-effect control and ±100 the full control effect
#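 S3 HeLa cells stably expressing lamin A-EGFP splicing minigene plus DsRed2, 600 cells/well, 48 h compound exposure at 37C. Laser-scanning cytometry; analysed as GFP (500-530 nm)/RFP (575-640 nm) total intensity ratio; 0.5% DMSO vehicle.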
# HTT aggregate = qHTS Multiplex Assay to Identify Dual Action Probes in a Cell Model of Huntington: Aggregate Formation (GFP) | 220,000 tested, 1.1% active | Potency, µM (series often up to 46.1 µM), without a hit: top-dose activity change, negative = inhibition, most hits filed as inhibitors | PC12 HttQ103-GFP aggregates, Acumen cytometry, 40 h | AID 1688, 2009; further: potency means the concentration at half of the fitted maximal effect; on the % scale 0 is the no-effect control and ±100 the full control effect; nearly all actives have a fitted effect of over 60% in size
#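 PC12/HTTQ103-GFP, ecdysone-inducible; teb 100 nM; cpd qHTS titration; GFP aggregates read on laser cytometer, Ex 488/Em 500-530 nm.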
# GAA inh = qHTS Assay for Inhibitors of Human alpha-Glucosidase as a Potential Chaperone Treatment of Pompe Disease. Lysosomal alpha-glucosidase (Homo sapiens), P10253. purified human GAA, 4-MU-alpha-glucoside fluorescence. Potency, µM (highest dose often 76.9 µM), for inactives: at the top dose activity change, negative = inhibition, actives largely listed as inhibitors. 200,000 tested, 0.005% active;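 further: potency means the concentration at half of the fitted maximal effect; plate controls were uninhibited enzyme wells for no effect and no-enzyme background for full effect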
#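 Fluorescence at Ex 365/Em 440 nm from 4-methylumbelliferone reported enzyme activity after 20 min at room temperature. Reactions used 4 nM enzyme and 400 uM substrate at pH 5.0; curves fitted with the Hill equation.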
# An asterisk follows results filed as active; u = inconclusive; x = not tested or not shown; & = joins results of further samples; [ ] = remark or other dose. Unless noted, the call rests on the fitted dose curve; in most records, active means well fitted curve in the direction sought with a large enough effect; inconclusive means small, poorly fitted or top-dose-only effect, or another doubt; inactive means no such curve, though single readings can be large; an effect the other way counts as inactive or inconclusive.
SMILES,CBFb-RUNX1 inh,HTT cytoprotect,GAA glycogen,aGlu spleen mod,LMNA splice mod,HTT aggregate,GAA inh
COc1ccc(CC(NC(C)=O)C(=O)NC2CCN(c3ncccc3[N+](=O)[O-])CC2)cc1 (stereo not drawn),4.2%,-28.7%,8.5%,6.5%,-17.9%[46 µM],0.9%,14.7%
O=C(Nc1ccccc1O)/C(=C\c1ccccc1)NC(=O)c1ccccc1,-2.8%,-21.7%,-20.8%,-20.4%,u,2.2%[9.22 µM],0.3%
CN(C)[C@@H]1CCC[C@H]1OC(=O)C(c1ccccc1)c1ccccc1,-1.5%,8.6%[10 µM],18.5%,-2.8%,-11.1%,11.4%,-2.7%
O=C(Nc1ccccc1)c1ccccc1C(=O)N1CCCCC1,6.2%,-8.6%,4.9%,-5.5%,x,1.6%,7.0%
O=C(c1csc2c1CCCC2)N1CCN(c2ccc(F)cc2)CC1,-6.7%,9.4%[10 µM],-5.5%,-7.2%,u,8.9%,-2.8%
CC(C)OCCCNC(=O)c1ccc2c(c1)ncn2C1CCCC1,-2.8%[2.36 µM],-14.5%,7.8%,-0.1%,-2.3%,-7.9%,-3.7%
O=C(Oc1c(Br)cc(C(=S)N2CCOCC2)cc1Br)c1ccc(Cl)cc1,-23.3%,-34.2%,2.4%,-3.7%,9.3%,-12.5%,-2.6%
O=C(CC12CC3CC(CC(Br)(C3)C1)C2)Nc1cccc(S(=O)(=O)NC2=NCCC2)c1,3.7%,3.3%,u,6.2%,5.7%[46 µM],6.9%,2.4%
C/C(=N\NC(=O)c1cccc([N+](=O)[O-])c1)c1cccc(NC(=O)C2CC2)c1,-1.3%,-5.3%[10 µM],0.5%,-1.2%,18.5%[46 µM],-11.4%[9.22 µM],7.9%
COC(=O)c1ccc(CSc2nnc(Nc3ccc(OC)cc3)s2)o1,-4.6%,-6.0%,-7.6%,-1.0%,1.5%,-0.5%,-5.4%
CCOC(=O)C1=C(C)NC(=O)NC1c1ccc(C)o1 (stereo not drawn),-5.0%,-1.4%,-15.5%,-7.0%,-5.3%,16.6%,-0.5%
COc1ccc(-c2nnc(SCC(=O)c3ccc(C)o3)o2)cc1,-5.0%,17.1%[10 µM],3.0%,2.7%,u,-23.8%,-1.2%
Cc1cc(C)n2c(SCC(=O)N(CC(C)C)c3c(N)n(CC(C)C)c(=O)[nH]c3=O)nnc2n1,14.7%,-13.2%,-1.6%,-8.7%,-11.9%[46 µM],-0.8%,-2.6%
COc1ccccc1N(C(=O)NCc1ccccc1)C1=NCC(C)S1 (stereo not drawn),6.3%,-36.6%,-8.1%,-2.1%,15.9%,10.2%,-7.9%
c1ccc(-c2nc(CSc3nnc(-c4cccs4)o3)cs2)cc1,-19.9%,-7.8%,7.3%,1.8%,-3.8%,13.6%,-4.6%
O=C(Nc1cnn(Cc2ccccc2)c1)c1cc2nc(-c3ccco3)cc(C(F)(F)F)n2n1,8.8%,-20.2%[10 µM],-17.8%,0.8%,5.8%,-3.2%,-8.2%
Cc1ccc(-c2cc(-c3ccccc3)no2)c(O)c1,-3.5%,-53.1%[inhibitor][10 µM],8.3%,-4.8%,-10.5%,26.8%,5.2%
Cc1cccc(C(=O)Nc2cccc(-c3cnc4ccccc4n3)c2)c1,10.6%,11.6%[10 µM],0.8%,-0.1%,-12.7%,6.2%,0.3%
CC(=O)N(C1=C(N2CCOCC2)C(=O)c2ccccc2C1=O)c1ccc(C(=O)O)cc1,-7.0%,0.2%[10 µM],3.4%,-8.3%,x,9.1%[9.22 µM],x
CCOc1ccc(-c2c(C#N)c(N)nc3c2c(=O)n(C)c(=O)n3C)cc1OC,6.9%,-4.4%,1.5%,-4.1%,1.0%,19.6%,-6.3%
Cn1c(=O)c2c(nc(N3CCCC3)n2CC(O)CO)n(C)c1=O (stereo not drawn),3.8%,8.8%,6.5%,3.3%,-1.2%,-8.5%,3.4%
CCN1C(=O)[C@H]2[C@H]3[C@H](O)[C@H](O)C/C(=N/NC(=O)OCc4ccc(OC)cc4)[C@H]3CC[C@@H]2C1=O,6.7%[13.1 µM],-6.9%[10 µM],x,-3.5%[17.4 µM],x,x,x
Cc1cc(C)cc(NC(=S)N(Cc2ccc(Cl)cc2)Cc2ccc(C(=O)O)cc2)c1,-15.8%,-29.0%,u,3.9%,16.0%[46 µM],2.8%,-0.6%
Cc1nc(C(=O)NC2CCOCC2)sc1C1(C)CC(c2ccccc2)=NO1 (stereo not drawn),12.7%,13.8%[10 µM],3.8%,-28.8%,x,14.1%[9.22 µM],x
O=S(=O)(Cc1ccccc1)Nc1ccc(Br)cn1,3.9%,-190.7%[inhibitor],-6.5%,3.7%,u,9.1%,-0.8%
COC1C=CO[C@@]2(C)Oc3c(C)c(O)c4c(O)c(c5c(nc6cc(C)ccn65)c4c3C2=O)NC(=O)/C(C)=C\C=CC(C)C(O)[C@@H](C)C(O)C(C)[C@@H](OC(C)=O)C1C (stereo partly drawn),x,-23.2%,x,-12.9%,-4.5%,3.8%,x
N#CC(C(=O)Nc1ccccc1)=C1Nc2ccccc2N1,-7.7%,-20.0%,-14.6%,-3.4%,-1.8%,-29.4%,-15.6%
COC(=O)C1=C(C(=O)OC)[C@@H]2N(C)c3ccccc3[C@@]23C[C@@H](C(=O)OC)N(C(C)=O)C3=N1,-1.0%[13.1 µM],2.6%&0.2%[10 µM],-6.0%,2.2%[17.4 µM],13.3%[9.22 µM],u,x
CC(=O)Nc1ccc(S(=O)(=O)N2CCN(C(=O)N3CCCCCC3)CC2)cc1,0.9%,-5.0%[1.9 µM],-5.6%,-10.1%,1.9%,-14.0%,-12.2%
CCCCCc1c(O)nc(SCC(=O)NCC2CCCO2)[nH]c1=O (stereo not drawn),0.1%,7.4%[10 µM],3.4%,-6.6%,11.2%,0.9%,-2.9%
COc1cccc(/C=N/Nc2nc3ccccc3[nH]2)c1OC,-15.2%,-33.6%[10 µM],u,15.4%,x,-2.3%[9.22 µM],x
CCOC(=O)c1c(C)nc(C)c(C(=O)OCC)c1-c1ccc(Br)cc1,6.4%,-3.7%[10 µM],-7.3%,2.1%,-1.6%,u,-3.1%
OC(c1cccnc1)c1cccs1 (stereo not drawn),9.2%,6.4%,0.6%,7.4%,4.0%,-8.9%,-1.6%
CCOCCCNC(=O)c1c(C)c(C(=O)OCC)n(C)c1C,5.1%,10.9%[10 µM],-2.6%,-23.0%,-13.3%,-8.3%,0.2%
CCOC(=O)C1=C(C)N(C)C(=O)NC1c1cc2c(cc1[N+](=O)[O-])OCO2 (stereo not drawn),-17.8%,-8.5%,-5.7%,6.9%,x,-5.1%,-0.7%
O=C(Nc1ccc(Cl)cn1)C1CCCN1S(=O)(=O)c1cccc2ccccc12 (stereo not drawn),0.6%,-12.5%,-1.2%,-2.8%,u,10.0%[9.22 µM],0.7%
O=C(/C=C/c1ccccc1)NCc1ccco1,0.8%,-0.7%[10 µM],3.4%,-1.7%,x,7.7%[9.22 µM],2.1%
CCOc1ccc(N2C(=O)/C(=C/c3ccc(C)o3)N(C)C2=S)cc1,-23.7%,8.6%[10 µM],-3.0%,-14.6%,-11.8%,u,8.5%
O=C(CSc1nnnn1-c1ccccc1F)Nc1nc2ccccc2s1,5.9%,-10.8%,8.2%,6.0%,-2.5%,5.8%,4.4%
O=C(CSc1nnc(-c2ccco2)n1-c1ccccc1)NCc1ccco1,-2.0%,-6.3%,-3.3%,-10.1%,7.1%,19.3%,-5.5%
COc1ccccc1NS(=O)(=O)c1cccc(C(=O)N/N=C/c2ccc3c(c2)OCCO3)c1,13.6%,16.4%[0.074 µM],-1.0%,-15.6%,-8.0%,-1.2%,-0.4%
COc1cccc(N(CC(=O)N2CCN(c3ccccc3OC)CC2)S(C)(=O)=O)c1,3.4%,4.9%,2.8%,-2.6%,-5.1%,5.9%,0.0%
CC1=C(C(=O)N(C)Cc2ccccc2)C2(CCC(C)CC2)OC1=O (stereo not drawn),-6.8%,-16.1%[10 µM],-0.6%,5.2%,u,-11.7%[9.22 µM],2.8%
O=c1[nH]cnc2c1N=C(c1cccc([N+](=O)[O-])c1)CC(c1ccccc1)N2 (stereo not drawn),7.6%,-36.2%,u,2.0%,x,4.9%[9.22 µM],9.5%
O=C(Nc1ncccc1Cl)c1ccccc1F,-1.7%,-14.3%[10 µM],-4.5%,7.0%,-8.6%,3.5%,5.5%
N#CCSCC(=O)Nc1ccccc1,13.2%,4.2%,2.3%,1.7%,-9.1%,4.3%,-7.6%
COC(=O)c1ccc(C(NC(=O)OCc2ccccc2)/C(F)=C/[C@@H](C)C(=O)NCCN2CCOCC2)cc1 (stereo partly drawn),1.6%,-14.9%,x,-0.6%,x,x,x

# Quoted from the listing for reference:
SMILES,CBFb-RUNX1 inh,HTT cytoprotect,GAA glycogen,aGlu spleen mod,LMNA splice mod,HTT aggregate,GAA inh
O=C(CSc1nnc(-c2ccco2)n1-c1ccccc1)NCc1ccco1,-2.0%,-6.3%,-3.3%,-10.1%,7.1%,19.3%,-5.5%
COc1ccccc1NS(=O)(=O)c1cccc(C(=O)N/N=C/c2ccc3c(c2)OCCO3)c1,13.6%,16.4%[0.074 µM],-1.0%,-15.6%,-8.0%,-1.2%,-0.4%
COc1cccc(N(CC(=O)N2CCN(c3ccccc3OC)CC2)S(C)(=O)=O)c1,3.4%,4.9%,2.8%,-2.6%,-5.1%,5.9%,0.0%
CC1=C(C(=O)N(C)Cc2ccccc2)C2(CCC(C)CC2)OC1=O (stereo not drawn),-6.8%,-16.1%[10 µM],-0.6%,5.2%,u,-11.7%[9.22 µM],2.8%
O=c1[nH]cnc2c1N=C(c1cccc([N+](=O)[O-])c1)CC(c1ccccc1)N2 (stereo not drawn),7.6%,-36.2%,u,2.0%,x,4.9%[9.22 µM],9.5%

# Screens deposited in PubChem BioAssay by National Center for Advancing Translational Sciences (NCATS).

# Random draw from the library (roughly 1.5% active in at least one column).
